HP1b binding inh – inhibitors of HP1-beta chromodomain binding to methylated histone tails; AlphaScreen HP1-beta / biotin-H3K9me3 peptide binding; Potency, µM (titrated, usually from 114 µM), for the others: at the highest dose activity change, negative = inhibition, actives largely listed as inhibitors; actives 0.56% (n = 390,000); further: nearly all actives have a fitted effect of over 70% in size; inactives centre near 23
Target sequence (P83916 whole entry, looked up): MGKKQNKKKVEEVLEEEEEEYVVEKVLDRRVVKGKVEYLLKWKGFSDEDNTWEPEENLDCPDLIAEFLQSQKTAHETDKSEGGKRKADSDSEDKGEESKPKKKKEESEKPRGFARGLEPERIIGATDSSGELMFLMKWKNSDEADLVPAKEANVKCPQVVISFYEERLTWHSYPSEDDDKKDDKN
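Compound inhibition of the preformed complex between 50 nM HP1-beta and 50 nM biotinylated H3K9me3 peptide was read by AlphaScreen. Buffer was PBS pH 7.4 with 0.01% Tween-20. Incubations ran 30 min at room temperature, with 10 ug/mL donor/acceptor beads.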
GLS inh – glutaminase GLS (human) inhibition; GLS enzymatic activity, qHTS titration; Potency, µM (doses to about 45.5 µM), without a hit: at the top dose activity change, negative = inhibition, most hits filed as inhibitors; actives 0.21% (n = 410,000); AID 624170; further: on the % scale 0 is the no-effect control and ±100 the full control effect
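Assay buffer: 45 mM KH2PO4 pH 8.2, 0.02% Tween-20. hKGA acts on L-glutamine (1 mM solution added); product glutamate is reported by an oxidase/peroxidase Amplex Red coupling, with fluorescence taken at baseline and 30 min.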
Pin1 inh – inhibitors of human Pin1 | Q13526 | Pin1 FP peptide displacement, HiFluor488, 10 min | Potency, µM (top dose mostly 115 µM), for inactives: at the highest dose activity, negative = inhibition, hits mostly inhibitors | actives 0.009% (n = 390,000) | AID 504891; active means well fitted inhibition curve with a large enough effect in the polarisation, with a control signal flat, not every such curve was filed as active; inconclusive means small, poorly fitted or top-dose-only effect, or effect the other way, or a change in a side signal; inactive means no such curve, though single readings can be large or run the other way; the % refers to the polarisation; further: on the % scale 0 is the no-effect control and ±100 the full control effect
Target sequence (Q13526 whole entry, looked up): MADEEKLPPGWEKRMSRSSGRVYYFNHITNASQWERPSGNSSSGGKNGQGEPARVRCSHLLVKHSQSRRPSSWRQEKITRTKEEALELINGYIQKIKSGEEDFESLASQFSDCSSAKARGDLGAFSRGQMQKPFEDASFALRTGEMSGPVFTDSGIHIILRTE
RGS4 inhibitor – human RGS4 inhibition. Potency, µM (series often up to 114 µM), without a hit: top-dose activity change, negative = inhibition, hits mostly inhibitors. Transcreener GDP fluorescence polarization, RGS4-accelerated GTP hydrolysis. P49798. actives 0.039% (n = 390,000); further: on the % scale 0 is the no-effect control and ±100 the full control effect; nearly all actives have a fitted effect of over 75% in size; some results filed as inactive show a strong effect at the top dose
Target sequence (P49798 whole entry, looked up): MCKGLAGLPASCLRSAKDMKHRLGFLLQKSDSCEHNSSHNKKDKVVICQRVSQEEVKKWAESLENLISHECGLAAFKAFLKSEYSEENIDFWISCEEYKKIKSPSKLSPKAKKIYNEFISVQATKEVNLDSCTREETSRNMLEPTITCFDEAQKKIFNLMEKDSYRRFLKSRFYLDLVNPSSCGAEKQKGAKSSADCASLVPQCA
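MLSMR compounds (23 nl, pin-transferred) preincubated 10 min at room temperature with a 500nM (2x) first reagent, then RGS4 at 900nM (2x) plus Transcreener GDP mix added; fluorescence polarization (620/688 nm) read before and after 90 min at 30 °C.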
PGK inhibitor – blocks T. brucei phosphoglycerate kinase; P07378; PGK/GAPDH coupled, Kinase-Glo luminescence, 60 min; Potency, µM (doses to about 57.5 µM), for inactives: at the highest dose activity change, negative = inhibition, hits mostly inhibitors; actives 0.043% (n = 380,000); AID 602233; further: on the % scale 0 is the no-effect control and ±100 the full control effect; nearly all actives have a fitted effect of over 60% in size
Target sequence (P07378 whole entry, looked up): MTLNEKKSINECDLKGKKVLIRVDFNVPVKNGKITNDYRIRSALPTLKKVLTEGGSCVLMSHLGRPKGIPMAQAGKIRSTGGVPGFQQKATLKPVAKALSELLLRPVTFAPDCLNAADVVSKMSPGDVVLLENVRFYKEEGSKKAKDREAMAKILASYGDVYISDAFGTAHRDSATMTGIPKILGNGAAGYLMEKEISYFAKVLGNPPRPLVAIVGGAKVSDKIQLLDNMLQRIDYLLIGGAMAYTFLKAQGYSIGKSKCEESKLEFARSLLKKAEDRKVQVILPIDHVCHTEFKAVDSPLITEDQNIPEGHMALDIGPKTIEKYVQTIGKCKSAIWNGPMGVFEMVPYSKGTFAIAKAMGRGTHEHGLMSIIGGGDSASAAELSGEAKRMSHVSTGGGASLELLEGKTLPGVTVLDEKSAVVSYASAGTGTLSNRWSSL
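Recombinant glycosomal PGK reaction used 1,3-bisphosphoglycerate generated in-well by GAPDH (100nM final) in 100mM TEA pH 7.6, 5mM MgCl2, 0.01% Tween-20. After 60 minutes at room temperature, ATP was read by Kinase-Glo Plus luminescence end-point.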
JMJD2A Tudor – blocks the human JMJD2A Tudor domain. Potency, µM (top dose mostly 114 µM), inactives show top-dose activity change, negative = inhibition, actives largely listed as inhibitors. O75164. AlphaScreen JMJD2A-Tudor / H3K4me3 peptide binding. actives 4.4% (n = 390,000); further: on the % scale 0 is the no-effect control and ±100 the full control effect; nearly all actives have a fitted effect of over 50% in size
12-LOX inh – ALOX12 (human) lipoxygenase inhibition; P18054; actives 1.1% (n = 580,000); AID 1671190; purified 12hLO, xylenol orange hydroperoxide absorbance; Potency, µM (highest dose often 108 µM), for the others: at the top dose activity change, negative = inhibition, hits mostly inhibitors; further: on the % scale 0 is the no-effect control and ±100 the full control effect
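Purified human 12hLO (150 nM final) in 25 mM Hepes, 0.01% Triton X-100, pH 7.0 was preincubated 15 min at room temperature with compound. Then 40 uM arachidonic acid was added, 30 min. Hydroperoxide was read by Fe-XO absorbance ratio 573/405 nm.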
rTrxR1 inhibitor – inhibitors of rat thioredoxin reductase 1. O89049. recombinant rTrxR1, NADPH fluorescence consumption, selenite substrate. Potency, µM (highest dose often 114 µM), for inactives: at the top dose activity change, negative = inhibition, most hits filed as inhibitors. actives 1% (n = 390,000). AID 588453; further: on the % scale 0 is the no-effect control and ±100 the full control effect; nearly all actives have a fitted effect of over 65% in size
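Rat TrxR1 (90 nM in the dispensed reagent) was pre-reduced with 400 uM NADPH for 5 min at room temperature, then incubated with compound for 15 min. After 400 uM selenite was added, NADPH fluorescence (Ex 340/Em 450 nm) was followed for 8 min.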
ERG Ets-DNA blk – blocks human ERG Ets domain binding to DNA; Potency, µM (titrated, usually from 76.9 µM), for inactives: top-dose FP activity, negative = inhibition, hits mostly inhibitors; P11308; fluorescence polarization, His-ERG Ets domain / labelled DNA; AID 624246; actives 0.028% (n = 370,000); active means well fitted inhibition curve with a large enough effect in the polarisation, with a control signal flat; inconclusive means small, poorly fitted or top-dose-only effect, or effect the other way, or a change in a side signal; inactive means no such curve, though single readings can be large or run the other way; the % refers to the polarisation;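 further: polarization taken with two DNA probes labelled with fluorescein and Texas red; % of control where 0% means no effect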
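His-tagged ERG Ets domain (1 uM in the protein solution; 300mM KCl, 50mM Tris-HCl, 1mM EDTA, 1mM DTT, pH 7.5) received compound, then a probe mix of 5 nM fluorescein-DNA and 100nM Texas-615-DNA. Fluorescence polarization was read for both dyes.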
Numbers without * were called inactive; i = inactive; u = inconclusive; x = not tested or not shown; & = joins results of further samples; [ ] = dose if it differs, or a comment. Unless noted, the call rests on the fitted dose curve; in most records, active means well fitted curve in the direction sought with a large enough effect; inconclusive means small, poorly fitted or top-dose-only effect, or another doubt; inactive means no such curve, though single readings can be large; an effect the other way counts as inactive or inconclusive. Potency means the concentration at half of the fitted maximal effect. These rows are one share of the data. The share of hits here may be higher or lower than overall.

HP1b binding inh	GLS inh	Pin1 inh	RGS4 inhibitor	PGK inhibitor	JMJD2A Tudor	12-LOX inh	rTrxR1 inhibitor	ERG Ets-DNA blk	Compound
30%	-3%	2%	13%	5%	-4%	-8%	20%	7%	NC(=O)Cc1ncc(C(F)(F)F)cc1Cl
30%&-9%	7%&0%&-1%	5%	-6%[56.9 µM]	3%	-6%	u	19%[57.1 µM]	35%&13%[activator]	CN(Cc1cnc2nc(N)nc(N)c2n1)c1ccc(C(=O)N[C@@H](CCC(=O)O)C(=O)O)cc1
32%	4%	7%	-38%	13%	-24%	-25%	-3%	0%	O=C(Nc1cccc(-c2nc3ccccc3[nH]2)c1)c1ccccc1F
53%[activator]	3%	1%	-42%	-3%	-19%	-7%	u	2%	CCCc1nnc(NC(=O)c2nc(S(=O)(=O)Cc3cccc(C)c3)ncc2Cl)s1
20%	1%	1%	-4%	-4%	-7%	43%[activator]	1%[57.1 µM]	-7%	O=C(NNC(=O)C1CC=CCC1)c1ccccc1Cl (stereo unspecified)
35%	1%	2%	-11%	-9%	9%	u	10%	10%	COc1ccc(-c2cc(C(=O)OCC(=O)Nc3cc(C)on3)c3ccccc3n2)cc1OC
9%[57 µM]	-15%	-3%	-12%	-6%	-14%	-2%	18%[57.1 µM]	0%	O=C(CSc1nc2c([nH]c3ccccc32)c(=O)n1-c1ccc(F)cc1)N1CCc2ccccc21
37%	0%	6%	-12%	i	1%	-22%	14%	5%	Cc1cccc(NC(=O)c2cc3c(C)nn(-c4ccccc4)c3s2)c1
13%	16%	12%	-6%	-1%	-14%	-11%	22%	x	CC(C)(C)NC(=O)Cn1nnc(-c2ccc(Cl)cc2)n1
-7%	1%	11%	16%	-1%	u	-4%	-5%	-3%	CC(=O)c1c(C)[nH]c(C(=O)Nc2nc(-c3ccc(-c4ccccc4)cc3)cs2)c1C
17%	-25%	-10%	-6%	-7%	8.9µM*	35%[activator]	16%[57.1 µM]	3%	Cc1ccc(NC(=O)C[n+]2cc(-c3ccc(C)cc3)n3c2CCC3)cc1
18%	1%	2%	-13%	5%	-7%	28%	16%	-4%	CCC1(CC)NC(=O)N(CC(=O)Nc2ccc(S(=O)(=O)N3CCOCC3)cc2)C1=O
57%[activator]	2%	-12%	-26%	i	-2%	-9%	-4%[57.1 µM]	-2%	COc1ccc(S(=O)(=O)N(C)C)cc1NS(=O)(=O)c1ccc(F)c(F)c1F
23%	3%	2%	3%	3%	-2%	u	-2%	0%	COc1ccc(NC(=S)NC(=O)c2cc3ccccc3o2)c(OC)c1
31%	13%	-3%	-40%	0%	-17%	u	2%[57.1 µM]	-1%	Cc1ccc(N2NC3(CCN(C(N)=O)CC3)NC2=O)cc1
17%[57 µM]	4%	0%	-25%	-4%	-11%	-14%	33%[57.1 µM]	-1%	COc1ccc(CCC(=O)NCCc2csc(-c3ccc(C(F)(F)F)cc3)n2)cc1
26%	5%	35%[activator]	-14%	i	-26%	43%[activator]	19%	13%	NC(=O)c1c(NC(=O)COC(=O)c2ccc(S(=O)(=O)Nc3ccccc3)cc2)sc2c1CCCC2
75%	-12%	8%	-2%	2%	2%	0%	-27%	-1%	O=C(CC1SC(N2CCCCC2)=NC1=O)Nc1cccc(C(=O)O)c1 (stereo unspecified)
21%	2%	-4%	24%	-2%	-6%	29%	1%	15%	Cc1ccc(C)c(NC(=O)C(=O)NCC2CCCN2S(=O)(=O)c2cccs2)c1 (stereo unspecified)
23%	10%	u	4%	x	u	u	-7%	u	CCOC(=O)c1c(C)sc(-c2c(-c3cccc(Cl)c3)[nH]c3c2c(=O)n(C)c(=O)n3C)c1O
24%	2%	1%	-6%	-1%	-21%	80%	8%	-2%	O=C(Nc1ccccc1N1CCCC1)c1ccccc1Cl
34%	-5%	-1%	-20%	-9%	1%	-2%	20%[57.1 µM]	3%	Cc1cc(NC(=O)CCC(=O)N(CC(=O)NCC2CCCO2)c2ccc(C)c(C)c2)no1 (stereo unspecified)
12%	-2%	3%	-5%	-6%	-18%	-22%	17%	1%	Cc1ccc(CSCCNC(=O)c2ccc(Cl)c(S(=O)(=O)N3CCOCC3)c2)cc1
48%[activator]	-7%	49%[activator]	-47%	i	-11%	x	-8%[57.1 µM]	-26%	COc1ccc(C2/C=C\CN(S(=O)(=O)/C=C/c3ccccc3)[C@H](Cc3ccccc3)C(=O)N2Cc2ccc(F)cc2)cc1 (stereo partly specified)
7%	11%	-11%	-23%	-6%	-33%	u	-7%	3%	O=[N+]([O-])c1ccc2nc(NS(=O)(=O)c3ccc(Cl)cc3)sc2c1
26%	-22%	5%	-11%	-1%	-11%	-6%	14%	5%	CC(C)CCN1CCN(CC#Cc2ccccc2)CC1CCO (stereo unspecified)
14%	-3%	-6%	-4%	-1%	-1%	-1%	13%	5%	COc1ccc(C(C(=O)NCC2CCCO2)N(C(=O)Cn2nnc3ccccc32)c2ccc(NC(C)=O)cc2)c(OC)c1 (stereo unspecified)
17%	6%	3%	6%	1%	3%	-12%	-12%	4%	CCCNC(=O)COC(=O)c1ccccc1OCC(=O)Nc1ccc(Br)cc1
24%	7%	12%	-18%	u	-12%	0%	11%	19%	COc1ccc(-c2cc3nc(C)cc(N)n3n2)cc1
34%	11%	u	-19%	i	-21%	-3%	-9%	-7%	Clc1ccc(CN2CC[C@H]3C=CCc4cccc(c43)C2)cc1

Further records
HP1b binding inh	GLS inh	Pin1 inh	RGS4 inhibitor	PGK inhibitor	JMJD2A Tudor	12-LOX inh	rTrxR1 inhibitor	ERG Ets-DNA blk	Compound
15%	3%	7%	0%	i	-7%	0%	10%[57.1 µM]	-10%	O=C(CCCN1C(=O)c2ccccc2C1=O)N1CCCCC1
83%[activator]	28%&33%&11%	-1%	10%[56.9 µM]	-8%	-4%	u	15%[57.1 µM]	u	CC(C)NCC(O)c1ccc(NS(C)(=O)=O)cc1 (stereo unspecified)
16%	1%	1%	-26%	0%	-5%	0%	3%[57.1 µM]	-1%	Cc1c(=O)n(OCc2ccccn2)c2ccccc2[n+]1[O-]
18%	16%	-1%	-4%	0%	-15%	-3%	17%	-8%	CC(=O)C[C@H](O)CC(=O)[C@H]1OC(=O)CCCCCCc2ccccc21
7%	-2%	-5%	-4%	-7%	-9%	4%	12%	-1%	COc1cc(C(=O)Nc2ccc([N+](=O)[O-])cn2)cc(OC)c1OC
30%	-1%	3%	-22%	-1%	0%	-10%	-5%	-16%	O=C(c1ccc(C(F)(F)F)cc1)C1CCCN(C(=O)Cn2cncn2)C1 (stereo unspecified)
19%	3%	4%	-9%	x	u	-22%	11%	x	C=CCN1C(c2ccccc2)=CS/C1=C(\C#N)c1nnc2n1CCCCC2
19%	0%	1%	-7%	x	-16%	-20%	0%	x	O=C(CSCc1ccco1)Nc1cc(C(F)(F)F)ccc1N1CCOCC1
18%	-2%	-1%	7%	-6%	-2%	-20%	10%	2%	CC1(c2ccc(OC(F)F)cc2)NC(=O)N(CC(=O)NC2CCCC2)C1=O (stereo unspecified)
78%[activator]	42%[activator]	2%	17%	4%	21%	u	u	-10%	CCc1cc2c(-c3ccccc3)cc(=O)oc2c(CN2CCOCC2)c1O

Entries above that have an aryl methoxy group:
HP1b binding inh	GLS inh	Pin1 inh	RGS4 inhibitor	PGK inhibitor	JMJD2A Tudor	12-LOX inh	rTrxR1 inhibitor	ERG Ets-DNA blk	Compound
35%	1%	2%	-11%	-9%	9%	u	10%	10%	COc1ccc(-c2cc(C(=O)OCC(=O)Nc3cc(C)on3)c3ccccc3n2)cc1OC
57%[activator]	2%	-12%	-26%	i	-2%	-9%	-4%[57.1 µM]	-2%	COc1ccc(S(=O)(=O)N(C)C)cc1NS(=O)(=O)c1ccc(F)c(F)c1F
23%	3%	2%	3%	3%	-2%	u	-2%	0%	COc1ccc(NC(=S)NC(=O)c2cc3ccccc3o2)c(OC)c1
17%[57 µM]	4%	0%	-25%	-4%	-11%	-14%	33%[57.1 µM]	-1%	COc1ccc(CCC(=O)NCCc2csc(-c3ccc(C(F)(F)F)cc3)n2)cc1
48%[activator]	-7%	49%[activator]	-47%	i	-11%	x	-8%[57.1 µM]	-26%	COc1ccc(C2/C=C\CN(S(=O)(=O)/C=C/c3ccccc3)[C@H](Cc3ccccc3)C(=O)N2Cc2ccc(F)cc2)cc1 (stereo partly specified)
14%	-3%	-6%	-4%	-1%	-1%	-1%	13%	5%	COc1ccc(C(C(=O)NCC2CCCO2)N(C(=O)Cn2nnc3ccccc32)c2ccc(NC(C)=O)cc2)c(OC)c1 (stereo unspecified)
24%	7%	12%	-18%	u	-12%	0%	11%	19%	COc1ccc(-c2cc3nc(C)cc(N)n3n2)cc1
7%	-2%	-5%	-4%	-7%	-9%	4%	12%	-1%	COc1cc(C(=O)Nc2ccc([N+](=O)[O-])cn2)cc(OC)c1OC

Screens (PubChem BioAssay)
